Screens (PubChem BioAssay)
RSV antiviral HEp-2: RSV antiviral activity via CPE protection, HEp-2 cells, primary 10 µM value included (AID 2391); CPE inhibition, % at 10 µM; hits with a dose series show IC50 in µM; HEp-2 cells, RSV-induced CPE inhibition; higher % means a stronger effect; 310,000 compounds, 0.13% hits; in the data active means a potency from the dose series; inconclusive means CPE inhibition mostly from about 23% at the one dose, without a potency; inactive means the rest, 99 in 100 with CPE inhibition below about 21%; further: strong numbers were not always called active
Insulin prom up: insulin promoter activators in MIN6 cells, imaging, high-content screening, mouse beta cells. MIN6 insulin promoter-GFP reporter; hits give high values. z-score at 5 µM. 190,000 compounds, 0.3% hits. AID 1625, 2009;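 active means z-score above 3 at 5 µM with at least 500 cells counted in the well; inconclusive means wells under 500 cells, flagged as cytotoxic or low count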
PMI inhibitors: inhibitors of human PMI, primary screen, biochemical, fluorescence intensity, coupled assay (AID 1209) | 190,000 compounds, 0.42% hits | purified PMI enzyme, coupled fluorescence intensity; higher % means a stronger effect | one-dose inhibition, % at 20 µM; IC50 in µM for titrated hits;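 further: plate controls were DMSO vehicle for no effect and wells lacking substrate for full effect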
Salmonella PhoP GFP: inhibitors of PhoP regulon expression, primary screen, Salmonella Typhimurium, GFP reporter (AID 1863); inhibition, % at 50 µM, or IC50 in µM where a hit was titrated; 300,000 compounds, 0.16% hits; S. Typhimurium PhoP-regulated promoter GFP reporter, 4 h; higher % means a stronger effect;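 active means inhibition over 29.93%, a cutoff 3 SD above the screen mean, later confirmed by dose response; inconclusive means inhibition over 29.93% but no dose response follow-up; inactive means inhibition at most 29.93% or unconfirmed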;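 further: 0% = low Mg2+ inducing control and 100% = high Mg2+ repressing control; strong numbers were not always called active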
ER stress rescue: rescue of cells from ER stress-induced death, primary screen, 384-well, CSM14.1, thapsigargin, ATP luminescence (AID 1222); CSM14.1 thapsigargin-induced death rescue, ATP luminescence; higher % means a stronger effect; cellular ATP content (survival), % at 20 µM; hits with a dose series show EC50 in µM; 190,000 tested, under 10 active;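 active means EC50 below 50 µM in the dose-response confirmation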;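 further: death triggered by thapsigargin at about 15 µM added after 2 h compound pretreatment; cell ATP read after overnight thapsigargin exposure of roughly 18 to 22 hours; normalized against plate controls of thapsigargin alone and 5% DMSO vehicle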
PMI inhibition: human PMI inhibitors, high substrate, primary screen, biochemical, fluorescence intensity, high mannose 6-phosphate (AID 1220); Mannose-6-phosphate isomerase (Homo sapiens); 190,000 compounds, 0.66% hits; one-dose inhibition, % at 20 µM; IC50 in µM for titrated hits; recombinant PMI enzyme, coupled fluorescence intensity; higher % means a stronger effect
West Nile antiviral: West Nile virus antiviral activity, cell-based, CPE readout (AID 1621). West Nile virus-infected cells, CPE inhibition; higher % means a stronger effect. one-dose CPE inhibition, % at 10 µM; IC50 in µM for titrated hits. 290,000 compounds, 0.02% hits; in the data active means a potency from the dose series; inconclusive means CPE inhibition mostly from about 3.7% at the one dose, without a potency; inactive means the rest, 99 in 100 with CPE inhibition below about 2.2%; further: strong numbers were not always called active
Large T inhibition: SV40 large T antigen inhibitors, biochemical (AID 1903). 310,000 compounds, 0.39% hits. inhibition, % at 20 µM, or IC50 in µM where a hit was titrated. SV40 large T antigen ATPase/helicase inhibition assay; higher % means a stronger effect; in the data active means a potency from the dose series; inconclusive means inhibition mostly from about 32% at the one dose, without a potency; inactive means the rest, 99 in 100 with inhibition below about 32%; further: strong numbers were not always called active
TNAP activators: human TNAP enzyme activators, primary screen, biochemical, luminescent, no phosphate acceptor, uHTS (AID 1001) | Alkaline phosphatase, tissue-nonspecific isozyme (Homo sapiens) | 200,000 compounds, 0.03% hits | purified TNAP, luminescent activation assay, no phosphate acceptor; higher activation fold means a stronger effect | one-dose activation fold at 20 µM; EC50 in µM for titrated hits; in the data active means activation fold from about 3, or a potency from the dose series; inactive means the rest, 99 in 100 with activation fold below about 1.6; further: many of its hits are not listed in these tables
Insulin prom up cell count: second read-out of Insulin prom up, no call of its own (marks repeat the call); cell count; measured here: cytotoxicity, nuclei count;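 total cells summed across four imaged fields per well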
An asterisk follows results filed as active; u = inconclusive; x = no result given. Unless noted, no stated cut-off is given here; in the data, active means inhibition above about 50%; inactive means the rest.

SMILES | RSV antiviral HEp-2 | Insulin prom up | Insulin prom up cell count | PMI inhibitors | Salmonella PhoP GFP | ER stress rescue | PMI inhibition | West Nile antiviral | Large T inhibition | TNAP activators
O=S(=O)(NCc1ccccn1)c1cc(OCC(F)(F)F)ccc1OCC(F)(F)F | 2.0% | -1.75 | 1124 | x | -4.6% | x | x | 0.0% | 7.6% | x
COc1ccc(S(=O)(=O)NCCCCOc2ccc(Cl)cc2)cc1 | 4.6% | x | x | x | 1.5% | x | x | -1.4% | 5.6% | x
COc1ccc(CCC(C)NCc2cccc(Br)c2)cc1 (stereo not given) | -1.1% | x | x | x | 0.0% | x | x | -1.2% | 0.9% | x
CCOC(=O)Cn1nc(NC(=O)COc2ccc(F)cc2)cc1C | 1.0% | x | x | x | -6.0% | x | x | 0.7% | 14.4% | x
CCn1nc(C)cc1C(=O)OCC(=O)c1ccc(Cl)cc1 | 1.0% | x | x | x | -3.7% | x | x | 0.1% | 4.3% | x
COc1cccc(CNC(=O)N[C@@H](CC(C)C)C(=O)O)c1 | 2.4% | -1.67 | 1022 | -1.4% | -2.5% | -1.0% | -4.8% | 0.1% | -1.9% | 1.2
Clc1ncn(C23CC4CC(CC(C4)C2)C3)n1 | -0.4% | -0.93 | 1166 | -0.5% | 5.9% | -3.0% | -0.3% | 0.4% | -0.5% | 1.2
O=C(Nc1ccccc1Cl)c1ccc(COc2ccc3c(c2)CCC3)cc1 | 1.2% | 0.61 | 1529 | 20.5% | -5.3% | 3.4% | 6.4% | -0.1% | 20.5% | 1.1
COCCCNC(=O)[C@H](CSCc1ccccc1)N1Cc2ccccc2C1=O | 0.7% | x | x | x | -4.3% | x | x | -0.3% | 11.5% | x
Cc1cc(N=Cc2c(O)ccc3cc(Br)ccc23)no1 | 7.9% | 0.68 | 1287 | x | 6.3% | -2.3% | x | -0.6% | 19.2% | 0.9
C/C(=N\NC(=O)c1cccc(C)c1O)c1ccc(NC(=O)Cc2ccccc2)cc1 | 4.7% | x | x | x | -1.9% | x | x | -0.5% | u | x
COc1cccc(OCC(=O)NN=C2c3ccccc3-c3ccccc32)c1 | -1.6% | x | x | 12.3% | 1.3% | -1.5% | 9.2% | 0.8% | 4.8% | 0.9
COCCn1c(=O)[nH]c(=O)c2cc(C(=O)c3cc(OC)ccc3O)cnc21 | 4.7% | 0.25 | 1460 | 7.7% | 8.3% | 0.4% | 13.1% | 0.5% | 9.7% | 1.1
COc1ccc(C2CC(c3cccs3)=NN2C(=O)COC(=O)C2CCCCC2)cc1OC (stereo not given) | 1.7% | -0.23 | 1452 | 13.7% | 4.0% | -2.1% | 22.9% | -0.3% | 14.3% | 1
CCc1ccc(N2C(=O)C3CCCN3C2=S)cc1 (stereo not given) | -0.6% | x | x | x | -5.7% | x | x | 0.6% | 5.3% | x
O=C(N/N=C/C=C\c1ccccc1[N+](=O)[O-])c1ccncc1 | 0.3% | -0.91 | 1141 | -4.8% | -0.8% | -4.0% | -1.7% | 0.5% | -5.1% | 1.4
COC(=O)c1cc(OC)c(OC)cc1N=CC1=C(O)CC(C)(C)CC1=O | 1.9% | 0.88 | 953 | -4.7% | 3.4% | 0.0% | 1.7% | 0.2% | 2.8% | 1
COc1ccc(N2CCN(C(=O)CSc3ccc([N+](=O)[O-])cc3)CC2)cc1 | 1.5% | 0.72 | 1464 | 1.4% | -1.4% | -1.6% | 5.9% | -0.5% | 4.2% | 1
CCNC(=O)NC(=O)C(C)OC(=O)c1cccn1C (stereo not given) | -2.2% | 0.57 | 1134 | -13.6% | 0.8% | x | -16.8% | 0.1% | 6.0% | 1
CCOC(=O)c1c(-c2ccc(OC)cc2)csc1/N=C/N(C)C | -1.1% | -1.12 | 1302 | 8.2% | 5.9% | -2.6% | 22.3% | 0.0% | -11.8% | 1.1
CC(C)N(C(=O)Cn1c(SCC(=O)NCc2ccc3c(c2)OCO3)nc2ccccc21)C(C)C | 1.6% | 0.29 | 1189 | 2.9% | 2.7% | 3.8% | 2.1% | -0.3% | 8.7% | 1
O=C(c1ccc(S(=O)(=O)N2CCCCC2)cc1)N1CCN(Cc2ccc3c(c2)OCO3)CC1 | x | -0.5 | 1176 | -4.8% | 3.5% | -0.6% | -1.3% | -0.6% | 5.2% | 1.1
Cc1ccnc(NC(=S)NC(=O)c2cncc(Br)c2)c1 | 0.8% | 0.04 | 1208 | 8.9% | -13.5% | 0.3% | 6.6% | -0.3% | -1.2% | 0.9
COc1cccc(C(=O)Oc2c(Br)cc(Br)cc2/C=N/NC(=O)c2cc(C)[nH]n2)c1 | u | -0.78 | 1020 | -0.3% | 5.5% | 4.0% | 4.0% | -1.1% | -7.0% | 1.2
Clc1ccc(CN2CCSCC2)cc1Cl | 1.7% | x | x | x | 4.8% | x | x | 1.0% | 23.5% | x
O=C(c1ccc2nc(Cc3ccccc3F)oc2c1)N1CCCC1 | 2.7% | x | x | x | -9.1% | x | x | -0.3% | 6.1% | x
COCCNC(=O)C(c1ccc(Cl)cc1)N(Cc1ccco1)C(=O)CCC(=O)Nc1ccccn1 (stereo not given) | 1.8% | x | x | x | 1.4% | x | x | -0.1% | 5.8% | x
O=C(Cc1ccccc1F)c1ccc(O)cc1O | 0.8% | x | x | 9.3% | 1.9% | 0.2% | 2.9% | 0.3% | 5.6% | 1
Cc1nc(NC2=NCN(Cc3ccc4c(c3)OCO4)CN2)nc2ccccc12 | x | -0.09 | 1021 | -4.8% | x | -1.1% | 0.1% | x | x | 0.9
O=C(N/N=C/c1cccnc1)c1ccc(O)cc1 | 1.4% | x | x | x | 4.2% | x | x | 0.1% | 13.3% | x
NS(=O)(=O)c1ccc(N/N=C/c2ccccc2C(=O)O)c([N+](=O)[O-])c1 | -1.1% | 0.27 | 1128 | -4.3% | 4.4% | -0.7% | 2.1% | 0.2% | 23.7% | 0.9
N#Cc1ccccc1S(=O)(=O)N1CCN(CC(O)COc2ccccc2F)CC1 (stereo not given) | 1.0% | x | x | x | 5.8% | x | x | -0.7% | 17.5% | x
Cc1ccc(C2(CC(=O)O)CCOC(C)(C)C2)cc1 (stereo not given) | 0.5% | -0.08 | 1263 | -11.2% | 8.4% | -0.8% | -15.7% | 0.3% | 5.8% | 1
COCc1[nH]nc2c1C(c1cccc(OC)c1)C(C#N)=C(N)O2 (stereo not given) | 1.7% | x | x | 11.4% | 12.0% | -0.5% | 11.8% | 0.7% | 9.5% | 1
CCOC(=O)C1=C(C)NC(=S)NC1C (stereo not given) | 4.9% | -0.28 | 1239 | -5.4% | 6.4% | -0.1% | 6.8% | 0.3% | 9.9% | 1
Cc1cc(C)c(S(=O)(=O)c2ccccc2)c(OC(=O)c2cc(F)c(F)cc2Cl)n1 | 0.2% | 0.76 | 1448 | 2.4% | 11.2% | 0.5% | 1.3% | 0.1% | 9.7% | 1
Fc1ccc(NCc2nnc(SCc3nnc(-c4ccccc4)o3)n2Cc2ccccc2)cc1 | 9.5% | -4.77 | 599 | 16.6% | 1.8% | -0.7% | 38.1% | -1.2% | 6.3% | 1.1
O=C(c1ccccc1)c1nc2ccccc2n(CCCn2c(=O)c(C(=O)c3ccccc3)nc3ccccc32)c1=O | 1.1% | -0.67 | 1275 | -8.3% | 38.2% | -0.8% | -6.4% | -0.6% | 14.2% | 1
Cn1c(SCC(=O)NC2CC2)nnc1-c1ccccc1 | 1.4% | x | x | x | -6.6% | x | x | 0.1% | 17.2% | x
COc1ccc(S(=O)(=O)N[C@H](C(=O)N2CC[C@@]3(O)CCCC[C@H]3C2)c2ccccc2)cc1 | 0.6% | x | x | 0.0% | 5.3% | -1.9% | -0.8% | 0.1% | 1.9% | 1.1
COc1ccc(-c2c(C)nn3c(N4CCN(Cc5ccccc5)CC4)cc(C)nc23)cc1OC | -0.6% | 0.71 | 1036 | 4.8% | -6.7% | 1.6% | 5.4% | 2.3% | -4.2% | 1.1
CCC1(c2ccccc2)NC(=O)N(CC(=O)Nc2ccc3c(c2)OCO3)C1=O (stereo not given) | 0.6% | -0.95 | 1156 | -4.7% | 12.2% | -1.5% | 12.2% | 0.2% | 3.6% | 1
COc1cc(OC)nc(Oc2cccc(C(F)(F)F)c2)n1 | 2.3% | x | x | x | 7.0% | x | x | 1.6% | 2.1% | x
CCOC(=O)C1=C(N)OC2=C(C(=O)CCC2)C1c1ccccc1OCC (stereo not given) | 3.2% | 1.4 | 1177 | -2.6% | -0.1% | -0.9% | 7.8% | -0.8% | 6.6% | 1.1
COc1ccccc1NC(=O)COc1ccc(-c2nn(C)c(=O)c3ccccc23)cc1 | 13.1% | x | x | x | -5.0% | x | x | 0.6% | 9.7% | x
CC(CC(=O)NCc1ccccc1)C1CCCO1 (stereo not given) | 1.0% | 0.73 | 1262 | 14.9% | 4.7% | -1.5% | 14.0% | 0.7% | -0.5% | 1.1
Oc1ccccc1C1=Nc2ccccc2N=C(c2cccs2)C1 | 5.1% | x | x | 9.2% | 1.6% | 6.3% | 2.7% | 0.1% | 12.3% | 1
C=CCOc1ccc(C2NC(=S)NC3=C2CCc2ccccc23)cc1 (stereo not given) | 18.2% | -0.24 | 1450 | x | -16.5% | x | x | -0.3% | 10.9% | x

Reprinted at random: 3 records from the list.
SMILES | RSV antiviral HEp-2 | Insulin prom up | Insulin prom up cell count | PMI inhibitors | Salmonella PhoP GFP | ER stress rescue | PMI inhibition | West Nile antiviral | Large T inhibition | TNAP activators
Fc1ccc(NCc2nnc(SCc3nnc(-c4ccccc4)o3)n2Cc2ccccc2)cc1 | 9.5% | -4.77 | 599 | 16.6% | 1.8% | -0.7% | 38.1% | -1.2% | 6.3% | 1.1
CCC1(c2ccccc2)NC(=O)N(CC(=O)Nc2ccc3c(c2)OCO3)C1=O (stereo not given) | 0.6% | -0.95 | 1156 | -4.7% | 12.2% | -1.5% | 12.2% | 0.2% | 3.6% | 1
COc1ccccc1NC(=O)COc1ccc(-c2nn(C)c(=O)c3ccccc23)cc1 | 13.1% | x | x | x | -5.0% | x | x | 0.6% | 9.7% | x

(listing goes on)
SMILES | RSV antiviral HEp-2 | Insulin prom up | Insulin prom up cell count | PMI inhibitors | Salmonella PhoP GFP | ER stress rescue | PMI inhibition | West Nile antiviral | Large T inhibition | TNAP activators
CCN1CCN(C(=O)c2cc(S(=O)(=O)Nc3ccc(S(C)(=O)=O)cc3)ccc2Cl)CC1 | 1.4% | -0.93 | 1208 | -15.1% | 6.2% | -0.8% | -9.1% | 0.7% | 7.7% | 1.1
C/C(CCc1ccccc1)=N\NC(=O)c1ccccc1 | 0.6% | 0.07 | 1468 | -8.7% | -5.9% | -0.7% | -5.9% | -0.2% | 7.9% | 1.1
COCCN1Cc2cccc(C(=O)Nc3cc(OC)ccc3OC)c2C1=O | 2.5% | 0.79 | 1321 | 15.3% | -1.6% | -3.0% | 13.6% | x | 2.5% | 1.1
O=C(Cn1c(C(F)(F)F)nc2ccccc21)NCCN1CCCC1 | -1.0% | -1 | 1274 | 6.7% | -5.1% | -2.3% | 5.2% | 0.1% | 11.8% | 1.1

Not a hit list (roughly 1.5% active in at least one column).
